# beta cell repl: induces beta-cell replication in MIN6 cells. MIN6 cells proliferation, ATPlite luminescence, 48 h; cells starved in 0.2% serum; 100% = growth in 10% serum. proliferation, % at 10 µM. 330,000 compounds, 0.29% hits. AID 2380;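 active = compounds whose signal lies at least 3.5 SD above the mean of all wells on their plate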;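 note: 0% = DMSO-treated cells in low-serum medium and 100% = 10% serum control; some compounds called inactive have numbers as strong as hits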
# mIAP act: mouse IAP activation; AID 2805; 330,000 compounds, 0.24% hits; muIAP, CDP-Star luminescence, 30 min; stronger effect = higher value; 1 = vehicle-only enzyme signal, 0 = enzyme-free wells; activation factor at 10 µM;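 active = activation factor of at least 2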; note: the source names both 10 and 20 µM as test concentration; values of inactives mirror those of a sister screen read the other way
#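 Assay system: mouse IAP enzyme; Reagent: CDP-Star chemiluminescent phosphatase substrate; Compound: DMSO-dissolved test compounds; Incubation: 30 min, room temperature; Technique: luminescence from enzymatic CDP-Star hydrolysis; Controls: DMSO-only wells and no-enzyme negative control.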
# MPTP block: inhibitors of mitochondrial permeability transition pore; isolated mouse mitochondria, Ca2+ swelling absorbance, 30 min; inhibition, % at 10 µM; 360,000 compounds, 1.4% hits;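 active = inhibition of 50% or more, scaled per plate between neutral and stimulator controls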;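 note: 0% = DMSO wells given calcium and 100% = 1 mM EGTA wells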
# hIAP block: blocks human intestinal alkaline phosphatase; 330,000 compounds, 0.12% hits; P09923; purified IAP, CDP-Star luminescence, 30 min; AID 2544; inhibition, % at 10 µM;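 active = inhibition reaching a set limit with compound at 10 µM in the primary screen, cut at about 35% in these data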;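 note: plate controls were DMSO wells with enzyme for no effect and no-enzyme buffer wells for full effect; values of inactives mirror those of a sister screen read the other way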
# Target sequence (P09923 whole entry, looked up): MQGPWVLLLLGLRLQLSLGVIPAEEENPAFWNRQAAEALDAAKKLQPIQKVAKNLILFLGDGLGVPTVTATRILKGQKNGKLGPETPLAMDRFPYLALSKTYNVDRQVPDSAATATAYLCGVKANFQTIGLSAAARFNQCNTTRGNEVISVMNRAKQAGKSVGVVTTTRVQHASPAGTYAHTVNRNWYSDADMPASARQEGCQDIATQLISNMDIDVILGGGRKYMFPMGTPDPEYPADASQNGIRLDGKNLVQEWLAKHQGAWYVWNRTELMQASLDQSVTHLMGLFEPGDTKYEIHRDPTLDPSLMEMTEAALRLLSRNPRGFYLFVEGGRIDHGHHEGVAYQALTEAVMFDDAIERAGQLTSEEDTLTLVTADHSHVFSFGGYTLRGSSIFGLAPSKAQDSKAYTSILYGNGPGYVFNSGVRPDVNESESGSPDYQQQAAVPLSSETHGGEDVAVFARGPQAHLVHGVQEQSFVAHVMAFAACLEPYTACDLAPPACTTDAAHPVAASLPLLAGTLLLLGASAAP
# hIAP activ: increases human intestinal alkaline phosphatase activity; AID 2524; purified human IAP, CDP-Star luminescence, 30 min; stronger effect = higher value; 1 = vehicle-only enzyme, 0 = enzyme-free background; P09923; 330,000 compounds, 0.16% hits; activation factor at 10 µM;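 active = activation factor of the enzyme at least 2-fold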; note: the source names both 10 and 20 µM as test concentration; values of inactives mirror those of a sister screen read the other way
# APOBEC3G inh: inhibitors of human APOBEC3G DNA deaminase | Q9HC16 | recombinant A3G, ssDNA deamination FAM/TAMRA fluorescence | inhibition, % at 20 µM | 330,000 compounds, 0.28% hits;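 active = inhibition of at least 40% at 20 µM, with no more than 30% in the related APOBEC3A deaminase screen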;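 note: plate controls were DMSO wells with A3G for no effect and wells lacking A3G enzyme for full effect; some compounds called inactive have numbers as strong as hits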
# Target sequence (Q9HC16 whole entry, looked up): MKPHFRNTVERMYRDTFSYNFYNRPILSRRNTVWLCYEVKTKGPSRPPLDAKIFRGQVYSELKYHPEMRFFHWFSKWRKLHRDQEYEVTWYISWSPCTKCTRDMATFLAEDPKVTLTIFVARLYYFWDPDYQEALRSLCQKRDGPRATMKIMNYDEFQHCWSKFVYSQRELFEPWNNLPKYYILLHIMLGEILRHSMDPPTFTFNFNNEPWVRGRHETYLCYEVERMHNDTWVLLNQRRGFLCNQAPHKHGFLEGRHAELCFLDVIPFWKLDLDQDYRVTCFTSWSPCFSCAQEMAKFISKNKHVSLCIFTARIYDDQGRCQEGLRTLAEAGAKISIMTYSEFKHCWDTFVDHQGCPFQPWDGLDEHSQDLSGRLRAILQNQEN
# APOBEC3A inh: human APOBEC3A DNA deaminase inhibition | 330,000 compounds, 0.41% hits | inhibition, % at 20 µM | P31941 | recombinant A3A, FAM/TAMRA ssDNA deamination fluorescence | AID 493011;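 active = at least 40% inhibition at 20 µM here, with at most 30% in a related deaminase screen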;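 note: plate controls were A3A with DMSO for no effect and wells lacking A3A enzyme for full effect; some results filed as inactive read as strong as hits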
# Target sequence (P31941 whole entry, looked up): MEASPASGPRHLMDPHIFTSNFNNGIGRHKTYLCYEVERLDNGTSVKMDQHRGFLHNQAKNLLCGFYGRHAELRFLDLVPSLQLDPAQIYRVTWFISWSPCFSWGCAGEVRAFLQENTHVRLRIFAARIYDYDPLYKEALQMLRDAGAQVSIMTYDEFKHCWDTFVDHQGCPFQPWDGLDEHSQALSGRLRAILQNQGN
# ATG4B inh: inhibitors of human ATG4B cysteine protease; Q9Y4P1; ATG4B cleavage of LC3-PLA2, NBD-HPC fluorescence, 1 h; inhibition, % at 8.33 µM; 340,000 compounds, 0.51% hits; in the data active = inhibition above about 40%
# mIAP block: blocks mouse intestinal alkaline phosphatase | purified mouse IAP, CDP-Star luminescence, 30 min | inhibition, % at 10 µM | 330,000 compounds, 0.2% hits | AID 2806;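 active = inhibition of at least 40% at 10 µM in the primary screen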;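 note: plate controls were DMSO with enzyme for no effect and no enzyme wells for full effect; values of inactives mirror those of a sister screen read the other way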
# * = called active by the depositor; x = no result given.
# Sample of the layout, two compounds:
SMILES,beta cell repl,mIAP act,MPTP block,hIAP block,hIAP activ,APOBEC3G inh,APOBEC3A inh,ATG4B inh,mIAP block
CCN(CC)S(=O)(=O)c1cc(NC(=O)COC(=O)c2ccc(NC(=O)CC#N)cc2)ccc1C,-1,1.1,5.8,6,0.94,0,0,-10,-10
CCS(=O)(=O)N1CCC(C(=O)NCc2ccc(F)cc2Cl)CC1,0,1,-0.6,-2,1,-8,-7,-1,0

# Main list, previewed entries included:
SMILES,beta cell repl,mIAP act,MPTP block,hIAP block,hIAP activ,APOBEC3G inh,APOBEC3A inh,ATG4B inh,mIAP block
CCN(CC)S(=O)(=O)c1cc(NC(=O)COC(=O)c2ccc(NC(=O)CC#N)cc2)ccc1C,-1,1.1,5.8,6,0.94,0,0,-10,-10
CCS(=O)(=O)N1CCC(C(=O)NCc2ccc(F)cc2Cl)CC1,0,1,-0.6,-2,1,-8,-7,-1,0
O=C(C1CC(c2ccccc2O)=NO1)N1CCCC1 (configuration not stated),0,1,-0.1,-5,1.1,-4,0,-10,-4
O=C(Cn1ccc2cc(S(=O)(=O)N3CCCC3)ccc21)NCc1ccco1,0,0.98,-1.2,-9,1.1,-5,-6,-9,2
Fc1ccccc1COc1ccc(-c2nnn(Cc3ccccc3F)n2)cc1,-3,0.99,0.7,16,0.84,-7,-3,2,1
Cc1ccnc(NC(=O)c2ccccc2NC(=O)c2ccc(Cl)cc2Cl)c1,-4,0.98,2.2,-11,1.1,-10,-1,5,2
CC(C)c1ccc(NC(=S)NNC(=O)c2cccs2)cc1,-2,1.1,-1.3,-69,1.7,-3,3,1,-5
Cc1cc(-c2ccc3c(c2)COc2c4ccccc4nn2-3)on1,-1,1,0.0,20,0.8,-9,-3,-2,-4
Cc1ccc(-c2nc3ccsc3c(=O)o2)cc1,0,0.99,-0.4,0,1,-3,-2,4,1
CCCCC(C)n1[nH]c(=O)c2c(C)cc(C)nc21 (configuration not stated),5,1,3.7,12,0.88,-7,-5,5,-3
CCOC(=O)N1CCN(C(=O)c2ccccc2-c2ccccc2)CC1,-1,1.2,-0.8,-4,1,-6,-6,0,-17
O=C(N/N=C1/CCc2ccccc21)C1CC1,-1,0.99,0.5,-1,1,-11,0,-10,1
O=C(CCCCl)OCc1cn(-c2ccc(Cl)cc2)nn1,0,0.99,-3.0,-14,1.1,1,4,-3,1
O=C(COC(=O)c1cc(Cl)ccc1[N+](=O)[O-])NC1CC1,1,0.81,0.6,0,1,-9,-3,0,19
CCn1cc(CN2CCN(CC(C)(C)C)C(CCO)C2)c2ccccc21 (configuration not stated),-3,0.91,0.1,-57,1.6,-8,-2,-4,10
COc1ccc(C(CNC(=O)c2ccc(Br)o2)N2CCN(C)CC2)cc1 (configuration not stated),1,0.94,-0.6,-2,1,-2,4,7,6
CCc1ccc(C(C)NC(=S)NCc2ccc(F)cc2)cc1 (configuration not stated),-8,2.1*,43,-41,1.4,-1,0,39,-109
COC(=O)c1cc(NC(=O)c2ccc(C)cc2)c(=O)oc1C,2,0.99,1.4,0,1,-1,-1,0,1
Cc1ccc2nsnc2c1S(=O)(=O)NCc1ccc2c(c1)OCO2,1,1.1,1.5,0,1,-3,-5,-11,-6
Cn1c(N)c(C(=O)COC(=O)c2cc(C3CC3)nc3ccccc23)c(=O)n(C)c1=O,3,0.97,1.0,4,0.96,-6,-2,-12,3
COc1cc2c(cc1OC)/C(=C/C(=O)c1ccccc1F)NCC2,3,1,0.7,-1,1,-7,-2,-15,-4
COc1ccc(OC(C)C(=O)Nc2cccc(OC)c2)cc1 (configuration not stated),3,1,9.8,-12,1.1,-2,-3,0,-5
Cc1ccc(NC(=O)c2cc(-c3ccc4c(c3)OCO4)on2)cc1C,-3,0.98,0.6,-8,1.1,-8,0,2,2
O=C(NCc1cccnc1)C1CCCN1S(=O)(=O)c1ccc(Cl)cc1 (configuration not stated),-3,1,2.0,0,1,-8,-7,9,-2
CC(C)n1c(N2CCN(C(=O)NCc3ccccc3)CC2)nc2ccccc21,8.4*,0.97,-1.1,5,0.95,0,0,1,3
COCCCNC(=O)C1CC(=O)N(CCc2ccccc2)C1 (configuration not stated),-1,0.86,-2.2,15,0.85,-9,2,-5,14
Cc1cccc(S(=O)(=O)NCCC(=O)OCC(=O)Nc2ccc(C#N)cc2)c1,-1,1.1,-3.1,1,0.99,1,5,-12,-14
O=C(Nc1ccccc1N1CCCC1)c1ccc(Cl)c(S(=O)(=O)N2CCOCC2)c1,6,0.99,0.5,-24,1.2,0,3,-8,0
Cc1ccnc(SCc2cn3c(C)cc(C)nc3n2)n1,0,1.1,0.1,-10,1.1,9,3,0,-11
COC(=O)c1ccccc1S(=O)(=O)N1CCC(NC(=O)C(Cc2cccc(OC)c2OC)NC(C)=O)CC1 (configuration not stated),-3,0.98,-0.7,-2,1,-4,2,-5,2
O=C(CCc1c[nH]c2ccccc12)N=Nc1c(O)[nH]c2ccccc12,1,0.86,1.7,-7,1.1,-2,-1,-5,14
O=C(CSC(=S)N1CCCCC1)Nc1ncc2c(n1)CC(c1ccco1)CC2=O (configuration not stated),-1,0.98,0.6,14,0.86,-4,3,5,2
Cc1nc2[nH]onc2c2nccc(=O)c12,4,1,-0.4,6,0.94,-3,-2,13,-5
CCN(CC)S(=O)(=O)c1ccc(C)c(NC(=O)CN2CCN(Cc3ccccc3)CC2)c1,2,1,3.3,2,0.98,-7,-2,-6,-5
CC(=NC1CCCC1)c1c(C)[nH]n(-c2nc3ccccc3s2)c1=O,0,0.93,0.7,3,0.97,-5,-2,-6,7
O=C(NCc1ccccc1Cl)C1CCCN(c2nc3ccsc3c(=O)s2)C1 (configuration not stated),0,1,x,2,0.98,1,0,x,-4
CCOC(=O)c1cnc2ccc(OC)cc2c1NCCN1CCOCC1,1,1.1,0.1,-9,1.1,4,0,-1,-8
CCOC(=O)CSc1nnc(-c2ccccc2OC)o1,1,1,-1.2,14,0.86,-2,0,-4,-5
O=C(NCc1ncc(C(F)(F)F)cc1Cl)Nc1ccccc1,-1,0.99,-1.5,1,0.99,-4,2,2,1
COc1ccc(C(CNC(=O)Cc2ccccc2)N2CCCCC2)cc1 (configuration not stated),-4,0.98,0.6,1,0.99,-10,-2,-6,2
CN(c1cnn(-c2ccccc2)c(=O)c1Cl)n1cccc1,-2,0.95,0.0,-3,1,-8,-1,10,5
CCc1ccc(-c2ccc3nnc(SCC(=O)NCC4CCCO4)n3n2)cc1 (configuration not stated),0,0.99,-1.1,5,0.95,-3,-2,-11,1
COc1ccc(-n2nc3c(N4CCC(C(=O)NC5CCCCC5)CC4)nnc(C)c3c2C)cc1,-5,1,-0.3,-10,1.1,-3,-2,11,-3
Cc1nn(Cc2ccc(F)cc2)c(C)c1NC(=O)c1cnn2cccnc12,-1,0.85,0.9,14,0.86,-4,2,1,14
OCC1OC(Oc2cccc3ccccc23)C(O)C(O)C1O (configuration not stated),-2,1,0.4,-12,1.1,2,5,-4,-2
CCc1ccc2[nH]c(C(=O)Nc3ccc(F)cc3Br)cc2c1,-4,1.1,2.0,9,0.91,2,2,-4,-11
O=C1c2cccc3cccc(c23)N1Cc1cccc(F)c1,1,0.92,0.0,12,0.88,-9,1,-4,8
Cc1noc(-c2ccccc2)c1NC(=O)Nc1ccccc1,2,1.5,7.8,1,0.99,-8,-1,-3,-49
COc1ccc(C2c3[nH]c4ccccc4c3CCN2CCCn2cccn2)c(F)c1 (configuration not stated),-1,1.1,1.7,4,0.96,-2,-5,0,-13
Cc1ccc(/C=N/NC(=O)C2COc3ccccc3O2)s1 (configuration not stated),-4,1,-1.6,-5,1.1,-4,2,3,-4
Cc1cccc(C(=O)NCC(c2ccc(F)cc2)N2CCOCC2)c1 (configuration not stated),-2,0.97,0.1,-17,1.2,0,4,-11,3
O=C(CN1C(=O)c2ccccc2C1=O)Nc1ccccc1C(=O)NC1CCCCCC1,-1,0.89,-1.3,1,0.99,-4,-1,-9,11
COc1cc(OC)c(OC)cc1/C=C1\CCC/C(=C\c2cc(OC)c(OC)cc2OC)C1=O,-5,0.95,0.6,9,0.91,1,1,-7,5
Cc1ccc(OCC(=O)N2CCOCC2)cc1C,0,0.95,-1.0,-7,1.1,-4,-2,3,5
Cc1cc2nc(C3CCN(CC4COc5ccccc5O4)CC3)[nH]c2cc1C (configuration not stated),-4,1.6,5.4,16,0.84,-6,-3,0,-58
CCN(CC)c1ccc(NC(=O)c2ccc(Cl)nc2)cc1,-4,1.1,-3.0,5,0.95,-3,-2,-4,-6
CSCCC(NC(=O)c1cccc(C)c1)C(=O)Nc1sccc1C(N)=O (configuration not stated),-3,0.96,-0.4,-18,1.2,0,-4,-24,4
CCOC(=O)Cn1nc(C)n(-c2ccc(F)cc2)c1=O,-2,1.1,-0.8,-7,1.1,-6,-10,1,-8
CC(C)[C@@H](CO)N(C)S(=O)(=O)c1ccccc1Br,x,1,0.3,x,x,2,0,-2,0
COc1ccc(CNC(=O)CN(c2ccc(C)cc2)S(=O)(=O)c2c(C)nn(C)c2C)cc1,2,1,0.3,-18,1.2,-3,-3,-4,-2
# Following part:
SMILES,beta cell repl,mIAP act,MPTP block,hIAP block,hIAP activ,APOBEC3G inh,APOBEC3A inh,ATG4B inh,mIAP block
Cc1ccc(OCC(=O)N2CCN(S(=O)(=O)c3ccc4c(c3)OCCO4)CC2)c(C)c1,4,0.97,-0.2,-2,1,-3,0,-10,3
CCN1CCC2(CC1)N=C(c1ccc(F)cc1)C(=S)N2,0,1.1,-0.9,16,0.84,3,1,2,-6
COCCNC(=O)c1cc(S(=O)(=O)N2CCOCC2)ccc1SCc1cccc(OC)c1OC,-2,1.1,-0.6,-16,1.2,13,1,-4,-14
O=C(CSCc1ccccc1Cl)N1CCN(c2ccccn2)CC1,2,1.1,-0.3,-5,1,-6,-3,6,-13
CCOC(=O)CC1(c2ccccc2)CCOC(C)(C)C1 (configuration not stated),-3,0.96,-0.7,-6,1.1,-3,-2,-1,4
CCOC(=O)C(C)Oc1cccc2c(=O)n(CC(=O)Nc3ccc4c(c3)OCCO4)ccc12 (configuration not stated),-3,0.94,-0.3,-2,1,-1,0,-6,6
COC(=O)CCCC(=O)N1CCCC(C(=O)c2ccccc2SC)C1 (configuration not stated),-5,0.98,0.2,-11,1.1,-11,-6,10,2
O=C(c1ccc(-n2cccn2)cc1)N1CCN(c2ncccc2C(F)(F)F)CC1,5,0.94,0.4,-17,1.2,-3,0,6,6
O=c1[nH]c2ccccc2c(O)c1-c1ccccc1[N+](=O)[O-],1,0.97,-1.3,2,0.98,-7,18,-1,3
CC(=O)Nc1ccc(NC(=O)c2c(C)noc2C)cc1,-1,0.98,-0.7,15,0.85,-6,-3,1,2
O=C(O)[C@@H]1[C@@H]2C[C@@H]2CN1c1ncccc1[N+](=O)[O-],1,0.91,1.3,9,0.91,-4,0,-1,9
NC(=O)c1c(NC(=O)c2ccncc2)sc2c1CCCCCC2,-3,0.98,0.3,14,0.85,-5,-1,-4,2

# Filtered by structure, the entries above with a nitro group on carbon
SMILES,beta cell repl,mIAP act,MPTP block,hIAP block,hIAP activ,APOBEC3G inh,APOBEC3A inh,ATG4B inh,mIAP block
O=C(COC(=O)c1cc(Cl)ccc1[N+](=O)[O-])NC1CC1,1,0.81,0.6,0,1,-9,-3,0,19
O=c1[nH]c2ccccc2c(O)c1-c1ccccc1[N+](=O)[O-],1,0.97,-1.3,2,0.98,-7,18,-1,3
O=C(O)[C@@H]1[C@@H]2C[C@@H]2CN1c1ncccc1[N+](=O)[O-],1,0.91,1.3,9,0.91,-4,0,-1,9

# Assay outcomes from PubChem.
